# aSyn yeast rescue: qHTS of alpha-syn Inhibitors: NCGC Sytravon Library Screen | 94,000 compounds, 0.02% hits | Potency, µM (series often up to 46.1 µM), for the others: at the highest dose growth rescue (activation), most hits filed as activators | S. cerevisiae alpha-synuclein toxicity rescue, BacTiter-Glo growth, 24 h | AID 1347070, 2019; active = well fitted activation curve with a large enough effect; inconclusive = small, poorly fitted or top-dose-only effect; also: 0% is about no effect
#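 Growth restoration measured by BacTiter-Glo luminescence after 24 hr at 30 deg C; alpha-synuclein yeast, raffinose-pregrown to mid-log, were added at OD600=0.02 in galactose medium onto pinned compounds.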
# * hit, by the source's call; u = inconclusive; [ ] = dose if it differs, or a comment. Potency is read from the fitted curve at half-maximal effect. This is a subset; the hit share may differ from the screen's.
compound | aSyn yeast rescue
CCNC(C(=O)c1c[nH]c2c(CC)cccc12)c1ccccc1 (configuration not stated) | 5.0%
Cc1ccc(NC(=O)Nc2nnc(N3CCCC3)s2)cc1 | -4.9%
CC(SC1=NCCS1)C(=O)Nc1nnc(-c2ccc(F)cc2)s1 (configuration not stated) | 1.9%
COc1ccc(-n2c3c(c(=O)[nH]c2=O)C(NC(C)=O)(C(F)(F)F)C(=O)N3)cc1 (configuration not stated) | 1.7%
O=C(Cn1c(=O)nc(-c2ccccc2)c2ccccc21)Nc1cccc(C(F)(F)F)c1 | -10.8%
COc1cc(CNc2ccc3[nH]c(=O)[nH]c3c2)cc(Cl)c1OCc1ccccc1F | -11.0%
CCOc1ccc(CCNC(=O)CCSCc2ccc(Cl)cc2)cc1OCC | -5.4%
CCN(C(=O)c1cc2c(Cl)nc3ccccc3c2s1)c1cccc(Cl)c1 | 4.6%
CN(C)S(=O)(=O)N1CCN(S(=O)(=O)N2CCOCC2)CC1 | -2.2%
Cc1ccc(Cn2cc(/C=C(/C#N)C(=O)Nc3cccc(Cl)c3)c3ccccc32)cc1 | 4.3%
O=C(Cc1ccc(NC2=NC3CS(=O)(=O)CC3S2)cc1)NCc1ccccc1Cl (configuration not stated) | 0.2%
CCC1CCCCN1CCCNC(=O)CN1C(=O)c2cccnc2Oc2ccc(C)cc21 (configuration not stated) | -5.2%

# Next entries follow.
compound | aSyn yeast rescue
CCOC(=O)C1CCN(C(=O)Cn2c(=O)cc(C)c3c(C)nn(C)c32)CC1 | -1.2%
CCOc1ccccc1C(=O)N(Cc1ccccc1F)C1CCS(=O)(=O)C1 (configuration not stated) | -5.0%
Cc1ccc(C(=O)NCCn2cc(SCC(=O)N3CCOCC3)c3ccccc32)cc1 | -1.7%
CCC(=O)c1ccc(OCC(=O)OCc2csc(CC(=O)Nc3ccccc3C)n2)cc1 | -4.5%
OCCN1CCN(CCCN2c3ccccc3CCc3ccccc32)CC1 | 5.3%
Cc1cn2c(=O)cc(COc3cc(C)c(Cl)c(C)c3)nc2s1 | 1.4%
COc1ccccc1CCC(=O)OCC(=O)Nc1ccc(C(N)=O)cc1 | 0.2%
CCCCn1c(N)c(N(CCOC)C(=O)c2ccc(Br)s2)c(=O)[nH]c1=O | -3.5%
CCc1sc(C(=O)NCCc2ccc(S(N)(=O)=O)cc2)cc1C | -1.2%
Cc1ccc(NCc2cccn2-c2nnc(N3CCC(C(=O)NCCc4ccc(Cl)cc4)CC3)s2)cc1 | 5.1%
CCc1ccc2occ(CC(=O)N(Cc3ccc(N(C)C)cc3)C3CCS(=O)(=O)C3)c2c1 (configuration not stated) | 13.8%
O=C(C1CCC(CNc2c(N3CCCC3)c(=O)c2=O)CC1)N1CCc2ccccc21 (configuration not stated) | -8.6%

# Another view of part of the listing above:
Cc1cn2c(=O)cc(COc3cc(C)c(Cl)c(C)c3)nc2s1
  aSyn yeast rescue: 1.4%

COc1ccccc1CCC(=O)OCC(=O)Nc1ccc(C(N)=O)cc1
  aSyn yeast rescue: 0.2%

CCCCn1c(N)c(N(CCOC)C(=O)c2ccc(Br)s2)c(=O)[nH]c1=O
  aSyn yeast rescue: -3.5%

# (cont.)
compound | aSyn yeast rescue
CCCCN(CC)C(=O)Cn1ncc2c1-c1cc(C)ccc1OC2 | -0.8%
CCCOc1ccccc1C(=O)Nc1ccc(-c2nc3ccc(C)cc3s2)cc1 | 2.3%
CC1=C(C(=O)N(C)C)CC(CC(=O)NC(c2ccccc2)c2ccccc2)C(=O)N1Cc1ccccc1 (configuration not stated) | -8.6%
CC1CCC(NC(=O)CCc2cn(Cc3ccccc3Cl)c3ccccc23)CC1 (configuration not stated) | 5.1%
CCC(=O)c1ccc(OCc2ccc(C#N)cc2)cc1 | -24.6%
COc1ccc(-c2csc(NC(=O)CS(=O)(=O)c3ccccc3)n2)cc1 | 1.3%
Cc1ccccc1Cc1c(C)nc2nc(SCC(=O)NCCc3ccc(Cl)cc3)nn2c1C | u
Cc1cc2nsnc2c(S(=O)(=O)N2CCN(C)CC2)c1C | 0.4%
COc1ccc(CC(=O)OCC(=O)N2CCCC(C)C2)cc1 (configuration not stated) | -1.6%
C#CCn1c(/C=C/c2ccc(Cl)cc2)nc2ccccc21 | -37.5%[inhibitor]
Cc1nc2ccc(S(=O)(=O)CCC(=O)Nc3ccc(C(C)C)cc3)cc2s1 | 4.3%
C/C(=N\NC(=O)c1c(Cl)cnn1C)c1ccc(NC(=O)c2ccncc2)cc1 | -7.9%

# More compounds.
compound | aSyn yeast rescue
CCOc1ccc(-c2cc(CCCC(=O)N3CCN(c4ccc(OC)cc4)CC3)no2)cc1 | 3.0%
C[C@@H]1CN([C@H](C)CO)C(=O)c2cc(Br)cnc2O[C@H]1CN(C)C(=O)Cc1ccncc1 | 8.3%
CCC(C)NC(=O)C1c2ccccc2C(=O)N1Cc1ccc(F)cc1 (configuration not stated) | 0.9%
Cn1nnc2cc(NC(=O)Nc3ccccc3F)ccc21 | -7.1%
CC1CCCCN1CC(=O)N1CCCc2c1c(=O)oc1ccc(OCc3ccccc3)cc21 (configuration not stated) | -11.2%
Nc1ccc(NC(=O)c2ccc(C(=O)Nc3ccc(N)cc3)cc2)cc1 | -3.0%
CCc1cc(C(=O)NCc2ccccc2)no1 | 2.7%
CCN(CC)c1ccc(NC(=O)CN2CCN(S(=O)(=O)c3cc(Cl)ccc3OC)CC2)cc1 | 7.7%
Cc1ccc2cccc(NC(=O)COc3cc(C)c(Cl)c(C)c3)c2n1 | -2.1%
Cc1ccc(NC(=O)c2ccccc2F)c(NC(=O)c2ccccc2F)c1 | -18.6%
Cc1noc(Cn2c(=O)c3cc4c(cc3n(CC(=O)Nc3ccc(C(C)C)cc3)c2=O)OCO4)n1 | -5.9%
Cc1ccc(NC(=O)n2ncc3c(C)cccc32)cc1F | -5.1%

# Carrying on:
compound | aSyn yeast rescue
Cc1cccc(NC(=O)Cn2c(=O)n(Cc3ccc4c(c3)OCO4)c(=O)c3oc4ccccc4c32)c1C | 3.3%
CCCn1c(=O)c2ccccc2n2c(SC(C)C(N)=O)nnc12 (configuration not stated) | 2.1%
CCOc1ccc(NC(=O)C2CCN(C(=O)N3CCOc4ccccc43)CC2)cc1 | -0.1%
c1ccc(Nc2nc(-c3ccccc3)ns2)cc1 | 8.9%
CN1CCN(C(=O)c2cnn(-c3cccc(Cl)c3)c2C2CCN(C(=O)OC(C)(C)C)CC2)CC1 | 3.8%
COc1cccc(NC(=O)Cn2c(=O)c3cccn3c3ccc(F)cc32)c1 | -5.4%
COC(=O)c1ccncc1C(=O)Nc1ccc(OC)cc1 | -0.9%
COc1cc(/C=C/C(=O)OCC(=O)NCc2ccccc2OC)ccc1O | -0.7%
CC(C)n1c(=O)nc(-c2ccccc2)c2cc3c(cc21)OCO3 | -3.1%
Cc1cn([C@H]2C[C@H](O)[C@@H](CNCc3cc(Cl)ccc3OCc3ccc(Cl)cc3)O2)c(=O)[nH]c1=O | -4.4%
O=C(CNC(=O)c1ccc(Cl)cc1Cl)OCc1nnc(-c2ccccc2)o1 | 4.3%
O=C(NC1CC(=O)N(c2ccc(F)cc2)C1)c1ccc2c(c1)OCO2 (configuration not stated) | -4.7%

# Other entries follow:
compound | aSyn yeast rescue
CC(=O)Nc1ccc(OS(=O)(=O)c2ccccc2C)cc1 | 10.1%
CC1CCc2c(sc(NC(=O)c3cc4nc(-c5ccc(Cl)cc5)cc(C(F)(F)F)n4n3)c2C#N)C1 (configuration not stated) | 6.3%
Cc1ccc(-c2cn3nc(N4CCCC(C(=O)NCc5ccc(F)cc5)C4)sc3n2)cc1 (configuration not stated) | -2.5%
COc1ccc(Cl)cc1S(=O)(=O)Nc1cccc(-c2ccc(N3CCCC3)nn2)c1 | 1.6%
Nc1c(C(=O)c2ccc(Cl)cc2)sc2c1c(=O)[nH]c(=O)n2-c1ccccc1 | 7.9%
NS(=O)(=O)c1ccc(NS(=O)(=O)c2ccc(Br)cc2)cc1 | -1.2%
Cc1onc(-c2ccccc2Cl)c1C(=O)N1CCCC1 | -2.3%
CCC(=O)c1ccc(OCC(=O)OC(C)C(=O)Nc2c(C)n(C)n(-c3ccccc3)c2=O)cc1 (configuration not stated) | 2.0%
O=C(Nc1ccc(F)cc1)c1cccc2c1C(=O)N(CC1CCCO1)C2 (configuration not stated) | 0.7%
Cc1ccc(-c2nc3n(n2)C(c2ccccc2C)C=C(c2ccc(Cl)cc2)N3)cc1 (configuration not stated) | 0.6%
CC(C)(C)c1ccc(Cn2nnc3c(=O)[nH]c(C4CCCN(C(=O)c5ccco5)C4)nc32)cc1 (configuration not stated) | -7.0%
CC(NC(=O)C1CCCCC1)C(c1cccs1)N1CCN(C)CC1 (configuration not stated) | -3.8%

# More entries.
compound | aSyn yeast rescue
Cc1n[nH]c(C)c1S(=O)(=O)N(CC(=O)NC(C)c1ccccc1)c1ccc(C(C)C)cc1 (configuration not stated) | 5.1%
CC(=O)N1CCN(S(=O)(=O)c2cccc(C(=O)OCC(=O)NCc3ccccc3Cl)c2)CC1 | 8.4%
CN1c2ccc(Cl)cc2-c2nc(SCC(=O)NCc3ccccc3)ncc2S1(=O)=O | -10.9%
CCOC(=O)c1scc(-c2ccc(C)cc2)c1S(=O)(=O)N1CCN(c2ccccc2F)CC1 | -5.1%
CCn1cc2nc(SCc3ccc(C)cc3)n(CCc3ccccc3)c(=O)c2n1 | 4.1%
Cc1ccccc1CSc1nc2c(sc3ccccc32)c(=O)n1CCCOC(C)C | -1.8%
CCC1CCCCN1Cc1nc2c(c(=O)n(C)c(=O)n2C)n1Cc1cccc2ccccc12 (configuration not stated) | -0.6%
CCN(C(=O)c1cccn(Cc2ccccc2C)c1=O)c1ccccc1 | 0.4%
CCOc1ccc2nc(NC(=O)C3CCN(S(=O)(=O)c4cnc[nH]4)CC3)sc2c1 | -2.2%
CCN(CC)S(=O)(=O)c1ccc(C)c(NC(=O)COC(=O)C=C(C)C)c1 | -7.2%
O=C(O)CCN1C(=O)/C(=C2\C(=O)N(Cc3ccc(F)cc3)c3ccccc32)SC1=S | -8.8%
CCC(=O)N1CCc2cc(-c3csc(NC(=O)c4ccco4)n3)ccc21 | 8.2%

# No new results follow: entries from further up.
compound | aSyn yeast rescue
Cc1ccccc1CSc1nc2c(sc3ccccc32)c(=O)n1CCCOC(C)C | -1.8%
CCC1CCCCN1Cc1nc2c(c(=O)n(C)c(=O)n2C)n1Cc1cccc2ccccc12 (configuration not stated) | -0.6%
CCN(C(=O)c1cccn(Cc2ccccc2C)c1=O)c1ccccc1 | 0.4%

# Next section:
compound | aSyn yeast rescue
Cc1ccc(CSc2nc(-c3ccccc3C)nc3c2Cc2c(CO)cnc(C)c2O3)cc1 | 3.3%
Cc1c(Cl)cccc1NC(=O)C(=O)NCCc1csc(-c2cccc(F)c2)n1 | -5.5%
COC1OC(CO)C(N(C)C(C)=O)C1O (configuration not stated) | -3.5%
CCOC(=O)c1cc(=O)c2ccc(OCC(=O)Nc3ccccc3)cc2o1 | 6.0%
NCCCNc1ccc([N+](=O)[O-])cc1C(F)(F)F | -1.9%
CCc1cccc(C)c1Nc1nn2c(=O)c3ccccc3nc2s1 | 0.8%
Cc1cccc(NC(=O)c2ncn3c2C(=O)N(C)CC3)c1 | -1.4%
COC(=O)c1[nH]c2cc(C)ccc2c1NC(=O)CN1CCOCC1 | 0.9%
O=C(NCCN1C(=O)S/C(=C\c2cccnc2)C1=O)C1CC(=O)N(Cc2ccco2)C1 (configuration not stated) | 3.0%
CCOCC(=O)Nc1ccc(Br)c(C)c1 | 3.8%
CCCOc1ccc(-c2cc(C(F)(F)F)c(C#N)c(SCCC(=O)O)n2)cc1 | 11.0%
CCCn1ccc2c(OCC(=O)Nc3ccc(F)cc3F)cccc2c1=O | -4.0%

# (list continues)
compound | aSyn yeast rescue
CN(C(=O)COC(=O)c1ccccc1OCc1ccc(Cl)cc1)c1c(N)n(Cc2ccccc2)c(=O)[nH]c1=O | -0.1%
COc1ccc(CNC(=O)C/C(C)=N/NC(=O)c2ccccc2OC)cc1 | 1.4%
CCN(CC)CCCNC(=O)c1ccc(-c2nc(CN3CCc4ccccc43)c(C)o2)cc1 | 7.2%
COC(=O)/C(C#N)=C/c1ccc(N2CCOCC2)c([N+](=O)[O-])c1 | 0.8%
COc1cc(C2C3=C(CC(C)(C)CC3=O)OC3=C2C(=O)CC(C)(C)C3)cc([N+](=O)[O-])c1O | -9.3%
CC(=O)NC1C(Oc2ccccc2C)OC2COC(c3ccco3)OC2C1O (configuration not stated) | -12.1%
O=C(CSc1nc2ccsc2c(=O)n1Cc1ccccc1Cl)NCc1ccc(Cl)cc1 | -2.3%
COc1ccc(C2(CNC(=O)c3ccccc3[N+](=O)[O-])CCOCC2)cc1 | -10.8%
COc1ccc2oc(C(=O)N(CC(C)C)C3CCS(=O)(=O)C3)c(C)c2c1 (configuration not stated) | -1.3%
Cc1ccccc1C(=O)Nc1ccc2nc(N3CCCCC3)cc(C)c2c1 | -0.8%
COc1ccc(-c2cnc(C)o2)cc1S(=O)(=O)Nc1ccc(C)c(N(C)C)c1 | -5.3%
O=C(OCC1CCCO1)c1ccc2c(c1)N(Cc1c(F)cccc1Cl)C(=O)c1ccccc1S2(=O)=O (configuration not stated) | 6.1%

# (listing goes on)
compound | aSyn yeast rescue
O=C(NCCCn1ccnc1)C(=O)c1cn(CC(=O)N2CCCCCC2)c2ccccc12 | 9.7%
N#Cc1ccc(-c2csc(NC(=O)c3ccc(N4C(=O)CCC4=O)cc3)n2)cc1 | 9.8%
Cc1cc(NC(=O)c2ccccc2Cl)ccc1NC(=O)c1ccccc1 | -4.5%
Cn1c(=O)c(=O)n(C)c2cc(S(=O)(=O)N3CCN(c4ccccc4)CC3)ccc21 | -2.9%
